Screening results from PubChem.
Shiga toxin inh – A qHTS for Small Molecule Inhibitors of Shiga Toxin. inhibition, % at 38.7 µM. actives 9.2% (n = 290,000). Vero cells, Shiga toxin protein synthesis inhibition reporter. AID 2315, 2010; in the data active means inhibition mostly above about 28%, no sharp cut-off; inactive means mostly below about 43%; further: 0% is about no effect
Pf growth 48h – Primary qHTS for delayed death inhibitors of the malarial parasite plastid, 48 hour incubation; P. falciparum luciferase growth in erythrocytes, 48 h; Potency, µM (series often up to 28.7 µM), for inactives: top-dose activity change, negative = inhibition, actives largely listed as inhibitors; actives 5.9% (n = 310,000); further: potency means the concentration at half of the fitted maximal effect; on the % scale 0 is the no-effect control and ±100 the full control effect
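Cell-based growth assay: transgenic P. falciparum expressing firefly luciferase, cultured in red cells within RPMI 1640 containing 0.5% w/v Albumax, 24 mM bicarbonate and gentamycin. A drop in luciferase activity indicates inhibition.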
Pf growth 96h – Primary qHTS for delayed death inhibitors of the malarial parasite plastid, 96 hour incubation; Potency, µM (doses to about 28.7 µM), for inactives: at the highest dose activity change, negative = inhibition, actives largely listed as inhibitors; actives 6.9% (n = 320,000); P. falciparum luciferase reporter growth, 96 h; AID 504834, 2011; further: potency means the concentration at half of the fitted maximal effect; on the % scale 0 is the no-effect control and ±100 the full control effect
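Two parasite generations (96 h, 37 C, 5% CO2) of compound exposure in infected erythrocytes (0.05% parasitemia, 2% hematocrit). Luciferase-reporter P. falciparum; decreased luminescence indicates inhibited growth, aimed at apicoplast-acting delayed death.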
Cycloheximide cs – Cycloheximide Counterscreen for Small Molecule Inhibitors of Shiga Toxin | cell reporter, cycloheximide protein synthesis inhibition counterscreen | max response, % | actives 12% (n = 300,000) | AID 2314, 2010; in the data active means max response mostly above about 13%, no sharp cut-off; inactive means mostly below about 14%; further: read at 38.3 µM for the half of the compounds with a filed dose; 0% is about no effect
Giardia FBPA inh – qHTS Assay for Inhibitors of Fructose-1,6-bisphosphate Aldolase from Giardia Lamblia; A8B2U2; Potency, µM (titrated, usually from 59.6 µM), for the others: at the top dose activity, negative = inhibition, usual class: inhibitors; purified Giardia FBPA; actives 0.71% (n = 290,000); AID 2451, 2010; further: potency means the concentration at half of the fitted maximal effect; on the % scale 0 is the no-effect control and ±100 the full control effect; nearly all actives have a fitted effect of over 55% in size
Target sequence (A8B2U2 whole entry, looked up): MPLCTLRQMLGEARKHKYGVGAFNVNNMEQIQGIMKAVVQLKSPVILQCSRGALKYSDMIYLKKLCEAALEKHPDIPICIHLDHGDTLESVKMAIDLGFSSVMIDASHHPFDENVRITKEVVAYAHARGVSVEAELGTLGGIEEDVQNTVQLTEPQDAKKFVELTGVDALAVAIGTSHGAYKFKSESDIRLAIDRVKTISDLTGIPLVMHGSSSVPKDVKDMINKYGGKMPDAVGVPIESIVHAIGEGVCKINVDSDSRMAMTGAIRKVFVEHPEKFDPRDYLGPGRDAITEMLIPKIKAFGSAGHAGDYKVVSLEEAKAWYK
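Giardia FBPA (40 nM reagent) was preincubated 10 min at RT with compound (up to 57.5 uM final), then substrate plus GAPDH/TPI/NAD/arsenate coupling system with diaphorase/resazurin was added; resorufin fluorescence (525/598 nm) was read after 20 min.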
HCV inh – qHTS Assay for Inhibitors of Hepatitis C Virus (HCV); Huh7.5.1 HCVcc-Cre infection, luciferase reporter, 44 h; actives 3.4% (n = 340,000); Potency, µM (titrated, usually from 41.8 µM), inactives show at the top dose activity change, negative = inhibition, hits mostly inhibitors; further: potency means the concentration at half of the fitted maximal effect; on the % scale 0 is the no-effect control and ±100 the full control effect
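Seed cells (1,000/well) for 4 h; treat with compound and infect with HCVcc-Cre, moi about 0.5. Incubate 44 h, then detect luciferase activity.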
An asterisk follows results filed as active; ? = inconclusive; . = no result given; [ ] = another dose, or the depositor's remark. Unless noted, the call rests on the fitted dose curve; in most records, active means well fitted curve in the direction sought with a large enough effect; inconclusive means small, poorly fitted or top-dose-only effect, or another doubt; inactive means no such curve, though single readings can be large; an effect the other way counts as inactive or inconclusive.

1) COC(=O)C1CC(=O)c2sccc2C1 (stereo unspecified)
2) COc1cccc(C(C2C(=O)CC(C)(C)CC2=O)C2C(=O)CC(C)(C)CC2=O)c1
3) CC1Cc2ccccc2N1C(=O)CSC1=NCCS1 (stereo unspecified)
4) CNS(=O)(=O)c1cccc(C(=O)OCC(=O)NC(C)CCc2ccccc2)c1 (stereo unspecified)
5) O=C1CC(N2CCN(S(=O)(=O)c3ccc([N+](=O)[O-])cc3)CC2)C(=O)N1c1ccccc1F (stereo unspecified)
6) CCn1c(CC(=O)Nc2ccc(C)cc2)nnc1SCC(=O)NCc1ccccc1
7) COc1ccc(/C(C)=N/NC(=O)CNC(=O)C2COc3ccccc3O2)c(OC)c1 (stereo unspecified)
8) Cc1cccc(Nc2nnc(SCC(=O)Nc3ccc(C(=O)O)cc3)s2)c1

compound no.	1	2	3	4	5	6	7	8
Shiga toxin inh	-6	-6	46	-2	.	-9	17	-15
Pf growth 48h	0%	12%	?	.	?	0%	?	63%[activator]
Pf growth 96h	0%	-22%	?	16%	?	?	0%	65%[activator]
Cycloheximide cs	-3	-1	11	1	.	-1	-1	3
Giardia FBPA inh	1%	3%	0%	7%	.	2%	8%	15%
HCV inh	-4%	7%	10%	11%	12%	-7%	?	24%

Complete entries, looked up by structure.
Record of CCn1c(CC(=O)Nc2ccc(C)cc2)nnc1SCC(=O)NCc1ccccc1 → Shiga toxin inh: -9; Pf growth 48h: 0%; Pf growth 96h: ?; Cycloheximide cs: -1; Giardia FBPA inh: 2%; HCV inh: -7%
Record of O=C1CC(N2CCN(S(=O)(=O)c3ccc([N+](=O)[O-])cc3)CC2)C(=O)N1c1ccccc1F (stereo unspecified) → Shiga toxin inh: .; Pf growth 48h: ?; Pf growth 96h: ?; Cycloheximide cs: .; Giardia FBPA inh: .; HCV inh: 12%
Record of CC1Cc2ccccc2N1C(=O)CSC1=NCCS1 (stereo unspecified) → Shiga toxin inh: 46; Pf growth 48h: ?; Pf growth 96h: ?; Cycloheximide cs: 11; Giardia FBPA inh: 0%; HCV inh: 10%

New compounds follow:
9) Cc1ccc(NC(=O)CCCSc2nc3ccccc3[nH]2)cc1
10) COc1ccc(N2CCN(C(=O)c3ccc(CSc4ccccc4)cc3)CC2)cc1
11) O=C1C=C(NCCN2CCOCC2)C(=O)c2cnccc21
12) O=C(COC(=O)C1C2CC3OC(=O)C1C3C2)Nc1ccccc1 (stereo unspecified)
13) O=C(c1cccc(Cl)c1)N1CCN(c2ccccn2)CC1
14) O=C(NNC(=O)c1ccc2c(=O)n3c(nc2c1)CCC3)c1cccc(Cl)c1
15) COc1cccc(NC(=O)CN2C(=O)NC3(CCc4ccccc43)C2=O)c1 (stereo unspecified)
16) COc1ccccc1Nc1nc(-c2cccc([N+](=O)[O-])c2)cs1

compound no.	9	10	11	12	13	14	15	16
Shiga toxin inh	34	-1	-31	17	-6	.	.	59
Pf growth 48h	1%	24%	1.5µM*	9%	26%	21%	7%	70%[activator]
Pf growth 96h	-21%	?	1.7µM*	?	?	4%	-1%	-10%
Cycloheximide cs	1	-1	-12	16*	-1	.	.	47*
Giardia FBPA inh	-12%	-1%	?	6%	0%	.	.	-15%
HCV inh	5%	7%	?	9%	-1%	4%	12%	?

17) CCCCC(=O)Nc1ccc(C(=O)Nc2ccc(S(=O)(=O)N3CCCC3)cc2)cc1
18) COc1ccccc1N1C(=O)CC(c2ccccc2)CC1=O
19) O=C(NC1CCCCC1)c1cn(CCN2CCOCC2)c2cc(Cl)ccc2c1=O
20) COc1ccc(F)cc1S(=O)(=O)n1cnc2ccccc21
21) Cn1c(=O)c2c(nc(NCC(O)CO)n2CCc2ccccc2)n(C)c1=O (stereo unspecified)
22) CC1(C)Cc2c(C#N)c(NCCCO)nc(-c3ccccc3)c2CO1
23) Cc1cc(C)n(CCCNC(=O)c2ccc(C)o2)n1
24) CCOC(=O)C1CCCN(c2c(NCC3CCCN3CC)c(=O)c2=O)C1 (stereo unspecified)

compound no.	17	18	19	20	21	22	23	24
Shiga toxin inh	25	.	-1	.	15	-1	.	-17
Pf growth 48h	?	17%	.	7%	-2%	.	-6%	.
Pf growth 96h	63%[activator]	45%[activator]	.	-90%	?	?	-23%	7%
Cycloheximide cs	12	.	-2	-2	-2	0	.	-9
Giardia FBPA inh	27%	.	-5%	3%	-3%	4%	.	-7%
HCV inh	?	8%	.	23%	7%	-21%	-1%	29%

Arranged by count of non-hydrogen atoms (low to high): part of the list above
23) Cc1cc(C)n(CCCNC(=O)c2ccc(C)o2)n1
22) CC1(C)Cc2c(C#N)c(NCCCO)nc(-c3ccccc3)c2CO1
17) CCCCC(=O)Nc1ccc(C(=O)Nc2ccc(S(=O)(=O)N3CCCC3)cc2)cc1

compound no.	23	22	17
Shiga toxin inh	.	-1	25
Pf growth 48h	-6%	.	?
Pf growth 96h	-23%	?	63%[activator]
Cycloheximide cs	.	0	12
Giardia FBPA inh	.	4%	27%
HCV inh	-1%	-21%	?

Continuation:
25) CC(C)C(=O)OCC(=O)Nc1ccc2c(c1)CCC2
26) Cc1nn(-c2ccc(Cl)cc2)c(NC(=O)C(C)C)c(-c2ccccc2)c1=O
27) Cc1ccc(C(CC(=O)O)C2CCOC(C)(C)C2)cc1 (stereo unspecified)
28) COc1ccc(NS(=O)(=O)c2ccc(S(=O)(=O)N3CCCC3)cc2)cc1Cl
29) COc1ccc(CNS(=O)(=O)c2ccc3c(c2)NC(=O)C(C)S3)cc1 (stereo unspecified)
30) COc1cc(OC)cc(C(=O)Oc2ccc(/C=N/Nc3nc4ccccc4s3)cc2OC)c1
31) CC1=CC(C)(C)Nc2ccc(Cc3ccc4c(c3)C(C)=CC(C)(C)N4)cc21
32) CCCCCSc1nc2c(c(=O)[nH]c(=O)n2C)n1CCc1ccccc1

compound no.	25	26	27	28	29	30	31	32
Shiga toxin inh	14	5	-14	-9	-3	124*	-6	1
Pf growth 48h	.	24%	.	.	29%	-32%	?	-16%
Pf growth 96h	0%	3%	-3%	-35%	?	-101%	?	-23%
Cycloheximide cs	2	0	-2	-1	1	48*	-7	-2
Giardia FBPA inh	0%	5%	4%	2%	.	-13%	?	-2%
HCV inh	18%	-1%	17%	-8%	-4%	?	10µM*	4%

33) CC1(C)CC(=O)C(C(C2=C(O)CC(C)(C)CC2=O)c2cccnc2)C(=O)C1 (stereo unspecified)
34) CC(=O)c1c(C)n(-c2ccc(C)cc2)c2ccc(O)cc12
35) COc1ccccc1-n1nnnc1SCC(=O)NC1CCCCC1
36) Cc1ccc(-c2cc(C(=O)Nc3nn[nH]n3)c3ccccc3n2)c(C)c1
37) Cc1cc(/C=C2/C(=O)NC(=O)N(Cc3ccco3)C2=O)c(C)n1-c1ccc(C(=O)O)cc1
38) CCOc1ccc(-n2c(SCC(=O)O)nc3sc4c(c3c2=O)CCCC4)cc1
39) O=C(Nc1ccc(O)cc1)/C(=C\c1ccncc1)NC(=O)c1ccccc1
40) CC1CCN(c2ccc(C(F)(F)F)cc2N)CC1

compound no.	33	34	35	36	37	38	39	40
Shiga toxin inh	18	-16	4	-12	-5	0	11	34
Pf growth 48h	-15%	15%	25%	-32%	7%	-10%	40%[activator]	19%
Pf growth 96h	57%[activator]	7.4µM*	-6%	?	18%	?	44%[5.75 µM]	-3%
Cycloheximide cs	-4	-2	-2	-3	-5	1	0	17*
Giardia FBPA inh	0%	6%	.	-20%	2%	20%	-11%	2%
HCV inh	2%	-2%	-20%	8%	16%	3%	20%	21%

41) CCOC(=O)C(C)(C)N(Cc1cccc(C)c1)S(=O)(=O)c1cccc([N+](=O)[O-])c1
42) Cn1nc(C(=O)NCc2ccc(F)cc2)c2c1-c1ccccc1S(=O)(=O)C2
43) O=C(O)c1cccc(N2CCCC2)c1
44) O=C(Nc1cccc(F)c1)N1CCC(c2ccccc2)CC1
45) C=C(C)COc1ccc2oc(C)c(C(=O)OCCOC)c2c1
46) CCOC(=O)c1[nH]cnc1C(=O)Nc1ccc(C)cc1
47) Cn1nccc1NC(=O)Nc1ccc(Cl)cc1
48) O=C(Nc1nc2ccc(Cl)cc2s1)C1CCCO1 (stereo unspecified)

compound no.	41	42	43	44	45	46	47	48
Shiga toxin inh	-2	20	22	74*	-9	-15	18	106*
Pf growth 48h	?	-15%	6%	?	.	-4%	14%	.
Pf growth 96h	?	9%	9.3µM*	-15%	63%[activator]	11%	32%[activator]	30%[activator]
Cycloheximide cs	6	-3	-3	41*	-1	-2	13	43*
Giardia FBPA inh	2%	-1%	-7%	0%	4%	-28%	-5%	4%
HCV inh	?	14µM*	25%	-9%	-13%	18%	-4%	-24%

49) CCCNC(=O)c1onc(CSc2ccc(F)cc2)c1C(=O)NCCOC
50) OC(COC(c1ccccc1)c1ccccc1)CN1CCN(c2cccc(Cl)c2)CC1 (stereo unspecified)
51) Cc1ccc(N/C=C/c2onc(C)c2[N+](=O)[O-])cc1
52) COc1ccc(NC(=O)COC(=O)c2c3c(nc4ccccc24)CCCC3)cc1
53) COc1ccc(NS(=O)(=O)c2ccc(NC(=O)CCNS(=O)(=O)c3ccc(C)cc3)cc2)cc1
54) O=C(NCc1nc2ccccc2[nH]1)c1ccc([N+](=O)[O-])cc1
55) COc1ccc(C(CC(=O)O)N2Cc3ccccc3C2=O)cc1 (stereo unspecified)
56) CN(C)CCN(Cc1ccccc1)S(=O)(=O)c1ccc2c(c1)n(C)c(=O)c(=O)n2C

compound no.	49	50	51	52	53	54	55	56
Shiga toxin inh	.	-7	117*	25	13	-5	17	11
Pf growth 48h	-6%	?	103%[activator]	?	9%	-3%	14%	29%
Pf growth 96h	?	-7%	95%[activator]	?	-11%	-30%	0%	-6%
Cycloheximide cs	.	-5	74*	4	-4	-4	-3	-1
Giardia FBPA inh	.	3%	1%	3%	3%	2%	6%	3%
HCV inh	-2%	?	6%	?	-29%	13%	4%	-30%

57) CCN(CCn1cccn1)C(=O)c1cc(COc2ccc(F)cc2Cl)on1
58) O=C(COC(=O)c1cc(=O)[nH]c2ccccc12)Nc1cccc(S(=O)(=O)N2CCOCC2)c1
59) CC(C)c1ccc(NC(=O)Cc2ccc(NC3=NC4CS(=O)(=O)CC4S3)cc2)cc1 (stereo unspecified)
60) CCOc1ccc(Nc2oc(-c3cccc(Cl)c3)nc2C#N)cc1
61) Cc1cccc(C(=O)NCC(=O)OCc2nnc(-c3ccccc3)o2)c1
62) Clc1cccc(Cl)c1COn1nnc2ccccc21
63) Fc1ccc(C2=NN(c3ccccc3)C(c3ccco3)C2)cc1 (stereo unspecified)
64) COCCCNC(=O)c1sc2ncnc(N3CCc4ccccc4C3)c2c1C

compound no.	57	58	59	60	61	62	63	64
Shiga toxin inh	32	3	-2	-3	.	37	25	9
Pf growth 48h	5%	2%	25%	.	4%	.	40%[activator]	?
Pf growth 96h	?	67%[activator]	-18%	25%	26%	?	-27%	6.6µM*
Cycloheximide cs	11	4	-2	1	.	25*	12	12*
Giardia FBPA inh	7%	-4%	?	2%	.	-18%	-5%	-21%
HCV inh	-12%	18%	2%	31%[activator]	4%	.	?	?
